Source: PubChem BioAssay (National Center for Advancing Translational Sciences (NCATS))
RGS4 inhibitor = human RGS4 inhibition; P49798; 390,000 compounds, 0.039% hits; Potency, µM (series often up to 114 µM), inactives show at the highest dose activity change, negative = inhibition, usual class: inhibitors; Transcreener GDP fluorescence polarization, RGS4-accelerated GTP hydrolysis; note: potency is the fitted concentration of half-maximal effect; % is set by controls: 0 for no effect and ±100 for the full control effect; nearly all actives have a fitted effect of over 75% in size; some results filed as inactive show a strong effect at the top dose
Target sequence (P49798 whole entry, looked up): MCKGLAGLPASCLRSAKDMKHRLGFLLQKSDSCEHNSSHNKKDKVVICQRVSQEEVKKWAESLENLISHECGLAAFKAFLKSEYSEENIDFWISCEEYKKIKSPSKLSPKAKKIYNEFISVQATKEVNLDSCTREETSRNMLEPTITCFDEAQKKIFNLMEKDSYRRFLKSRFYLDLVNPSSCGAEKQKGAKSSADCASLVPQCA
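MLSMR compounds (23 nl, pin-transferred) preincubated 10 min at room temperature with a 500nM (2x) first reagent, then RGS4 at 900nM (2x) plus Transcreener GDP mix added; fluorescence polarization (620/688 nm) read before and after 90 min at 30 °C.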
Anesthetic bind = binds horse apoferritin like a general anesthetic; apoferritin/1-aminoanthracene competitive binding, fluorescence; Potency, µM (top dose mostly 77.5 µM), inactives show top-dose activity change, negative = displacement, usual class: inhibitors; 350,000 compounds, 0.074% hits; note: potency is the fitted concentration of half-maximal effect; % is set by controls: 0 for no effect and ±100 for the full control effect; nearly all actives have a fitted effect of over 20% in size
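In PBS, apoferritin at 10 uM is loaded with 1-AMA from a 50% saturated solution. After 10 min of compound exposure at ambient temperature, reduced 535 nm fluorescence indicates probe displacement.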
Pol beta inh = inhibitors of human DNA polymerase beta | Pol beta primer extension/strand displacement, fluorescence kinetic | Potency, µM (top dose mostly 114 µM), inactives show at the highest dose activity change, negative = inhibition, hits mostly inhibitors | 340,000 compounds, 1.3% hits | AID 485314; note: potency is the fitted concentration of half-maximal effect; % is set by controls: 0 for no effect and ±100 for the full control effect
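Reaction started by 50 nM substrate onto compound-treated Pol beta (10 nM, 15 min preincubation, room temperature); plates read at 0 min and 10 min. Normalized concentration-effect data fitted by four-parameter Hill equation.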
POLK inh = DNA polymerase kappa (human) inhibition | Q9UBT6 | purified Pol kappa, fluorescent DNA synthesis assay, 10 min | Potency, µM (titrated, usually from 107 µM), for inactives: at the highest dose activity, negative = inhibition, hits mostly inhibitors | 400,000 compounds, 0.53% hits; note: potency is the fitted concentration of half-maximal effect; % is set by controls: 0 for no effect and ±100 for the full control effect
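Kinetic fluorescence readout at 0 and 10 min followed reaction start with substrate at 50 nM final. Beforehand, enzyme (10 nM Pol kappa) stood 15 min with compound at room temperature; buffer-only wells were negative controls.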
ERG-DNA inh = ERG Ets/DNA interaction inhibition. P11308. fluorescence polarization, His-ERG Ets domain / labelled DNA. Potency, µM (doses to about 76.9 µM), inactives show at the top dose FP activity, negative = inhibition, usual class: inhibitors. 370,000 compounds, 0.028% hits. AID 624246; active = well fitted inhibition curve with a large enough effect in the polarisation, with a control signal flat; inconclusive = small, poorly fitted or top-dose-only effect, or effect the other way, or a change in a side signal; inactive = no such curve, though single readings can be large or run the other way; the % refers to the polarisation;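 note: polarization taken with two DNA probes labelled with fluorescein and Texas red; potency is the fitted concentration of half-maximal effect; % of control where 0% means no effect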
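His-tagged ERG Ets domain (1 uM in the protein solution; 300mM KCl, 50mM Tris-HCl, 1mM EDTA, 1mM DTT, pH 7.5) received compound, then a probe mix of 5 nM fluorescein-DNA and 100nM Texas-615-DNA. Fluorescence polarization was read for both dyes.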
LDHA block = inhibitors of human lactate dehydrogenase A. P00338. purified LDHA, NADH/diaphorase-resazurin fluorescence; stronger effect = lower value. activity change, % (values are at about 110 or 230 µM). 480,000 compounds, 0.15% hits. AID 1347041; in the data active = activity change below about -30%; inconclusive = mostly about -25% to -30%;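 note: plate controls were DMSO wells for no effect and wells without enzyme for full effect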
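Enzyme activity of human lactate dehydrogenase 5 (2 nM; 0.06 mM NADH, 0.2 mM pyruvate, 5 min, RT) is measured via a resazurin/diaphorase fluorescence readout of residual NADH.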
ALOX12 inh = blocks human arachidonate 12S-lipoxygenase; purified 12hLO, xylenol orange hydroperoxide absorbance; Potency, µM (series often up to 108 µM), for inactives: at the top dose activity change, negative = inhibition, usual class: inhibitors; 580,000 compounds, 1.1% hits; AID 1671190; note: potency is the fitted concentration of half-maximal effect; % is set by controls: 0 for no effect and ±100 for the full control effect
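Hydroperoxide product was detected by ferrous iron/xylenol orange as the 573 to 405 nm absorbance ratio. Arachidonic acid at 40 uM (final) was turned over for 30 min at room temperature by 150 nM human 12hLO, pH 7.0 Hepes buffer, after 15 min compound preincubation.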
Pol eta inh = blocks human DNA polymerase eta activity; 390,000 compounds, 1.2% hits; recombinant Pol eta, fluorescent DNA replication assay; Potency, µM (series often up to 114 µM), inactives show at the top dose activity change, negative = inhibition, hits mostly inhibitors; Q9Y253; note: potency is the fitted concentration of half-maximal effect; % is set by controls: 0 for no effect and ±100 for the full control effect
Target sequence (Q9Y253 whole entry, looked up): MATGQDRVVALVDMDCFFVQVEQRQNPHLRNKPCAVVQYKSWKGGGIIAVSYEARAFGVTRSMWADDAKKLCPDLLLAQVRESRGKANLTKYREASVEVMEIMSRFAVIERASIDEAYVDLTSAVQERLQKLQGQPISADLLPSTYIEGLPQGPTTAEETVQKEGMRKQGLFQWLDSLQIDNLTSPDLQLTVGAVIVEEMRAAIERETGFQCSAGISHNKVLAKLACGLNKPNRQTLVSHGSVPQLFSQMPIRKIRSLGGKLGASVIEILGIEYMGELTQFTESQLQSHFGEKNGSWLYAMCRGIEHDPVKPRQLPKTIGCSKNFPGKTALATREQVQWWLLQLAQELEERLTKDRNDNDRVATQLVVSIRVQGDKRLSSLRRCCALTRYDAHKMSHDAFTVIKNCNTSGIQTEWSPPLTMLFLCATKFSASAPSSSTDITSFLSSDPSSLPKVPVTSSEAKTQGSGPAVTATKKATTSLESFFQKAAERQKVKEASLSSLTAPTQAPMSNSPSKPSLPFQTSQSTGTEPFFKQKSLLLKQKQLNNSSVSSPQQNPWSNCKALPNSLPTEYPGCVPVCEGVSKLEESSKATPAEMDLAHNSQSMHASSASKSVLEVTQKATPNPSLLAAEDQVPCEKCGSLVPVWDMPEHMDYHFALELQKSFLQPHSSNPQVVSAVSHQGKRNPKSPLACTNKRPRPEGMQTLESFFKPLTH
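Pol eta (10 nM) was preincubated with compounds for 15 min at room temperature, after which fluorescent replication substrate (50 nM final) was added to start the reaction. Fluorescence was read kinetically at 0 and 10 min.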
APE1 inh = APE1 (human) endonuclease inhibition; AID 2517; Potency, µM (titrated, usually from 65.8 µM), for inactives: top-dose activity change, negative = inhibition, usual class: inhibitors; P27695; 350,000 compounds, 0.35% hits; recombinant APE1, TAMRA/BHQ-2 abasic DNA cleavage fluorescence;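 note: potency is the fitted concentration of half-maximal effect; plate controls were vehicle for no effect and reference inhibitor for full effect; nearly all actives have a fitted effect of over 55% in size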
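Step 1: APE1 (0.75 nM) with compound, 15 min RT. Step 2: add 50 nM fluorophore/quencher THF duplex. Step 3: three fluorescence reads 60 s apart (525/598 nm); read 3 minus read 1 = reaction progress.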
* = called active by the depositor; i = inactive; ? = inconclusive; . = not tested or not shown; & = joins results of further samples; [ ] = another dose, or the depositor's remark. Unless noted, calls come from the whole dose curve; as a rule, active = well fitted curve in the direction sought with a large enough effect; inconclusive = small, poorly fitted or top-dose-only effect, or another doubt; inactive = no such curve, though single readings can be large; an effect the other way counts as inactive or inconclusive.

SMILES	RGS4 inhibitor	Anesthetic bind	Pol beta inh	POLK inh	ERG-DNA inh	LDHA block	ALOX12 inh	Pol eta inh	APE1 inh
CC1CCN(C(=O)c2cccc(NC(=O)c3nsc4ccccc34)c2)CC1	-10%	-22%	-8%	-7%[60.1 µM]	-1%	1	2%	-24%	.
Cc1ccccc1-c1nnc(SCc2ccccc2)o1	3%	-21%	-6%	-5%	-4%	-1	-2%	-14%	0%
CC(C)c1ccc(OCc2ccc(C(=O)N3CCN(c4ccccn4)CC3)cc2)cc1	5%	76%[activator]	12%	-9%	-4%	0	-9%	-14%	-9%
CCOC(=O)c1ccc(NC(=O)NC2CC3CCC(C2)N3)cc1 (centres undefined)	-30%	-14%	-2%	-2%	11%	0	?	-10%	9%
Cc1ccc(C)c(S(=O)(=O)N2CCN(CC(=O)N3CCc4ccccc4C3)CC2)c1	-2%	-19%	-21%	0%	-6%	?	-113%	-20%	4%
CCOC(=O)c1cnc(SCC(=O)N2CCN(C(=O)c3ccco3)CC2)nc1N	3%	-5%	36%	-6%	-2%	-4	0%	-15%	14%
COc1ccccc1OCCNC(=O)CC(NC(C)=O)c1ccccc1 (centres undefined)	5%	-16%	2%	-6%	-15%	0	1%	-9%	8%
O=C1CCCN1CCCNC(=S)Nc1ccc(Br)cc1Cl	-39%	-7%	-1%	9%	-5%	-2	?	-8%	2%
CCOc1ccc(N2CSC(=S)N(c3ccc(OCC)cc3)C2)cc1	-41%	-5%	17%	0%	5%	1	-62%	1%	?
CCN1CCN(C(c2ccc(Cl)cc2)c2c(O)cc(C)n(CCOC)c2=O)CC1 (centres undefined)	-3%	-8%	3%	-3%[60.1 µM]	-1%	-1	2%	-2%	.
COc1cccc(/C=C(/CC(=O)Nc2ccc(N3CCOCC3)cc2)c2nc3ccccc3s2)c1	-11%	-9%	2%	-16%	5%	-5	2%	-8%	3%
Cc1ccc(C(=O)Nc2nnc(S(=O)(=O)N3CCC(C)CC3)s2)cc1	-5%	-1%	36%	-2%	-12%	-1	8%	1%	37%
Cc1ccc(CN(Cc2ccco2)C(=O)COc2ccccc2C)cc1	-41%	49%[activator]	2%	-9%	-2%	-2	-25%	-15%	.
CCCCN(C(=O)CCC(=O)Nc1cc(C)on1)C(C(=O)NC(C)(C)C)c1ccccc1Cl (centres undefined)	-18%	-10%	0%	-15%	-10%	-3	12%	-14%	50%[activator][12.4 µM]
COC(=O)Cc1c[nH]c2ccc(OCC(O)CNC(C)C)cc12 (centres undefined)	19%	-8%	4%	-4%	.	-7	18%	-1%	2%
O=C(Nc1cccc(NC(=O)c2ccc(Br)cc2)c1)c1ccccc1	-14%&-13%	-1%&-7%	?	5%&-13%	-6%&-5%	-7&-5	-1%&-6%	-15%&-23%	1%
O=C(Nc1cc(C(F)(F)F)ccc1N1CCCCC1)c1ccc(Br)o1	25%	-9%	5%	-8%	5%	-14	9%	-11%	-5%
O=C(NCC1CCCN(C(=O)CN2CCCCC2)C1)c1ccccc1Cl (centres undefined)	2%	3%	16%	-23%	-6%	-3	-15%	2%	-3%
O=S(=O)(NCc1csc(-c2cccs2)n1)c1cccc(C(F)(F)F)c1	-6%	-2%	-17%	0%	-4%	1	i	-12%	-5%
O=C(c1cccc(C(F)(F)F)c1)C1CCCN(C(=O)CN2CCCC2=O)C1 (centres undefined)	-16%	-7%	-2%	1%	10%	4	13%	-13%	3%
c1ccc2c(c1)ncn2Cc1nnc2sc(-c3ccc4c(c3)OCO4)nn12	-17%	?	?	-16%	-3%	1	-18%	?	-4%
CCOc1ccc(NC(=O)C2=C(C)C(=O)OC23CCC(C)CC3)cc1 (centres undefined)	-5%&-11%	?	14%&1%	-7%&6%	-7%&-5%	0&4	-4%&30%	-16%	-2%
CCCc1ccc(S(=O)(=O)N2CCN(C(C)C(=O)NC3CCCC3)CC2)cc1 (centres undefined)	-15%	.	.	-4%	8%	4	-5%	?	27%
N#Cc1ccc(C(=O)Nc2cccc(S(=O)(=O)NC3=NCCC3)c2)cc1	-15%	.	.	-13%	11%	-2	6%	-2%	22%
Cc1ccc(Nc2cc(C)nc3nncn23)c(C)c1	15%	52%	6%	-9%	-1%	-2	-2%	-6%	.
O=C(N/N=C1\CCS(=O)(=O)c2ccc(F)cc21)c1ccc(O)cc1	12%	8%	0%	-7%	68%[activator]	-2	-2%	-15%	-8%
COc1ccc(C(=O)/C=C/Nc2ccccn2)c(OC)c1	-16%	26%	-24%	-23%	-5%	-7	0%	-14%	-1%
COc1ccc(NC(=O)C#Cc2ccccc2)cc1	-24%	-8%	?	0%	-5%	-4	14%	-11%	3%
COC(=O)C[C@H]1c2ccccc2S(=O)(=O)N1c1cccc(OC)c1	-12%	.	.	8%&-21%	10%	0	?	-14%	.
Cc1ccc(N2C(=O)C3Sc4[nH]c(=O)sc4C(c4ccccc4)C3C2=O)cc1 (centres undefined)	-38%	-19%	3%	1%	6%	-1	?	-3%	0%
Fc1cnc(Cl)nc1NC1CCCCC1	?	?	2%	-6%	2%	0	1%	-11%	35%[activator]
CCOc1cc2c3c(c1)C1(Nc4ccccc4S1)C(=O)N3C(C)(C)CC2C (centres undefined)	?	?	19%	3%	1%	3	?	-4%	-1%
CCOc1cc(/C=C2\C(=N)N3N=C(C)SC3=NC2=O)ccc1OCCOc1cccc(OC)c1	3%	?	-31%	-18%	41%[activator]	-1	11%	-16%	-31%
COC(=O)c1ccc(C(=O)OC)c(NC(=O)CCC(=O)O)c1	-16%	14%	38%	-1%	.	-1	-9%	-2%	9%
COc1ccc(C(=O)CSc2nc(SC)ns2)cc1OC	-5%	-15%	30%	-16%	-1%	-6	0%	-5%	20%
Fc1ccc(-c2cc(C(F)(F)F)nc(-n3cccn3)n2)cc1	12%	-10%	-5%	-4%	-3%	1	5%	-12%	-2%
CC(C)(C)c1ccc(/C=C2\Oc3cc(OC(=O)N4CCOCC4)ccc3C2=O)cc1	-18%	1%	2%	-25%	6%	0	-2%	-17%	0%
COc1cc2oc(-c3ccc(O)cc3)cc(=O)c2c(O)c1OC	17%	1%	?	-11%	-8%	-6	?	?	-9%
Cc1ccc(/C=C/c2onc(C)c2S(=O)(=O)N2CCC(C(=O)Nc3cc(F)ccc3F)CC2)cc1	22%	-15%	11%	-13%[60.1 µM]	-6%	-12	-13%	0%	.
Nc1cc(=O)[nH]c(SCC(=O)Nc2ccc3c(c2)CCC3)n1	-11%	-8%	?	-2%	-4%	-3	-1%	-13%	?
O=C(CSc1nnc(-c2ccc(Br)cc2)n1C1CCCCC1)N1CCCC1	16%	-3%	13%	-2%	2%	-5&9	-4%&3%	-7%	-5%
CC(C)C[C@@H](C(=O)NCc1ccco1)N1C(=O)N2CCc3c([nH]c4ccccc34)[C@@]2(C)C1=O	-40%	?	?	7%	2%	2	-27%	-9%	34%
C/C(=N\NC(=O)c1cccc(S(=O)(=O)N2CCOCC2)c1)c1ccc(O)cc1	19%	.	.	-14%	1%	-2	?	-6%	9%
CCOc1ccc(NC(=O)N(CCC(C)C)C2CCN(C(C)=O)CC2)cc1	33%	10%	3%	0%	-14%	-3	26%	-11%	2%

Laid out differently: entries from further up
Values run as follows: RGS4 inhibitor	Anesthetic bind	Pol beta inh	POLK inh	ERG-DNA inh	LDHA block	ALOX12 inh	Pol eta inh	APE1 inh
COc1ccc(C(=O)CSc2nc(SC)ns2)cc1OC
 : -5%	-15%	30%	-16%	-1%	-6	0%	-5%	20%
Fc1ccc(-c2cc(C(F)(F)F)nc(-n3cccn3)n2)cc1
 : 12%	-10%	-5%	-4%	-3%	1	5%	-12%	-2%
CC(C)(C)c1ccc(/C=C2\Oc3cc(OC(=O)N4CCOCC4)ccc3C2=O)cc1
 : -18%	1%	2%	-25%	6%	0	-2%	-17%	0%
COc1cc2oc(-c3ccc(O)cc3)cc(=O)c2c(O)c1OC
 : 17%	1%	?	-11%	-8%	-6	?	?	-9%
Cc1ccc(/C=C/c2onc(C)c2S(=O)(=O)N2CCC(C(=O)Nc3cc(F)ccc3F)CC2)cc1
 : 22%	-15%	11%	-13%[60.1 µM]	-6%	-12	-13%	0%	.
Nc1cc(=O)[nH]c(SCC(=O)Nc2ccc3c(c2)CCC3)n1
 : -11%	-8%	?	-2%	-4%	-3	-1%	-13%	?
O=C(CSc1nnc(-c2ccc(Br)cc2)n1C1CCCCC1)N1CCCC1
 : 16%	-3%	13%	-2%	2%	-5&9	-4%&3%	-7%	-5%
CC(C)C[C@@H](C(=O)NCc1ccco1)N1C(=O)N2CCc3c([nH]c4ccccc34)[C@@]2(C)C1=O
 : -40%	?	?	7%	2%	2	-27%	-9%	34%
C/C(=N\NC(=O)c1cccc(S(=O)(=O)N2CCOCC2)c1)c1ccc(O)cc1
 : 19%	.	.	-14%	1%	-2	?	-6%	9%
CCOc1ccc(NC(=O)N(CCC(C)C)C2CCN(C(C)=O)CC2)cc1
 : 33%	10%	3%	0%	-14%	-3	26%	-11%	2%

Only part of the results is shown, so the mix of outcomes need not match the whole.
